Screening results deposited in PubChem BioAssay by National Center for Advancing Translational Sciences (NCATS).
RXFP1 agonist: qHTS Assay for Agonists of the Relaxin Receptor RXFP1 | AID 2676, 2010 | Relaxin receptor 1 (Homo sapiens), Q9HBX9 | 370,000 compounds, 0.3% hits | Potency, µM (top dose mostly 57.5 µM), without a hit: top-dose activation, hits mostly activators | HEK293T-RXFP1 cAMP TR-FRET, 30 min; response scale: percent of porcine relaxin response, buffer zero; note: potency is the fitted concentration of half-maximal effect; % is set by controls: 0 for no effect and ±100 for the full control effect; nearly all actives have a fitted effect of over 60% in size; many of its hits are not listed in these tables
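Agonist response is measured as cAMP accumulation in an RXFP1-transfected HEK293T line under PDE4 inhibition. Values are scaled between buffer-only and 29 nM porcine relaxin, and EC50s come from standard Hill equation fits.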
mIDH1 inhibitor: qHTS for Inhibitors of mutant isocitrate dehydrogenase 1 (IDH1): qHTS. Isocitrate dehydrogenase [NADP] cytoplasmic (Homo sapiens), O75874. IDH1-R132H enzyme, NADPH consumption, diaphorase/resazurin fluorescence. Potency, µM (highest dose often 76.6 µM), without a hit: at the top dose activity change, negative = inhibition, most hits filed as inhibitors. 390,000 compounds, 0.093% hits; note: potency is the fitted concentration of half-maximal effect; % is set by controls: 0 for no effect and ±100 for the full control effect; nearly all actives have a fitted effect of over 65% in size
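IDH1-R132H (0.5 ug/mL dispensed) in pH 7.5 Tris buffer was preincubated 30 min with compound, then given a substrate mix of 0.016 mM NADPH and 2 mM alpha-KG for 80 min at room temperature; remaining NADPH was read by diaphorase/resazurin fluorescence.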
PI4K2A block: qHTS for small molecular inhibitors of PI4K2A | Phosphatidylinositol 4-kinase type 2-alpha (Homo sapiens), Q9BTU6 | purified PI4K2A, ADP-Glo luminescence, 1 h; active compounds read low | activity change, negative = inhibition, % at 76.9 µM | 420,000 compounds, 0.13% hits; in the data active = activity change below about -50%; inconclusive = mostly about -30% to -49%;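 note: -100% = wells without enzyme as full effect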
Target sequence (Q9BTU6 whole entry, looked up): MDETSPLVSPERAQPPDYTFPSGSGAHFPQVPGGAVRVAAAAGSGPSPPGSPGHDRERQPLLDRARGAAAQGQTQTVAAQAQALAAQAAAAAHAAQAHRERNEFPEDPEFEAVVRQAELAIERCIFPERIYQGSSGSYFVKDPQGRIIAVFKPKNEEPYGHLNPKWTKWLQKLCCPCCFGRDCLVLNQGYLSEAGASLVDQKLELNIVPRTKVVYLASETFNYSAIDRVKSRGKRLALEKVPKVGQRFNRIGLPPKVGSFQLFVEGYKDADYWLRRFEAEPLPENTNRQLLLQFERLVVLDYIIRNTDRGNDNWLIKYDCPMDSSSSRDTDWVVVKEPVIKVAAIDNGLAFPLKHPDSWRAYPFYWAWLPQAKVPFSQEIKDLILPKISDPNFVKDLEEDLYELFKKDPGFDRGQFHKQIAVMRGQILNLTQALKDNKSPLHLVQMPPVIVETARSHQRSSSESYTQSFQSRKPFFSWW
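ADP-Glo luminescence measured ADP generated by PI4K2A enzyme (4 ug/mL before mixing) with 1.2 mM PI substrate (pre-mix) and 300 microM ATP (pre-mix). Tris pH7.5 buffer with MgCl2, Triton X-100; 1 h reaction at ambient temperature.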
GRP78 ERSR act: qHTS for Inducers of the Endoplasmic Reticulum Stress Response (ERSR) in Human Glioma: qHTS; U87-MG GRP78 promoter luciferase reporter, 16 h; Potency, µM, for the others: top-dose activation, hits mostly activators; 420,000 compounds, 0.02% hits; note: potency is the fitted concentration of half-maximal effect; series mostly up to about 76 µM; % of control where 0% means no effect; nearly all actives have a fitted effect of over 35% in size
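ERSR induction read as luciferase luminescence (Bright-Glo, 10 min at room temperature) in stably transfected human U87-MG glioma cells exposed to compounds for 16 h, using GRP78 as sensor.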
TrxR1 substrate: qHTS Assay for Substrates of Mammalian Selenoprotein Thioredoxin Reductase 1 (TrxR1): qHTS; Potency, µM (doses to about 114 µM), for inactives: at the top dose activity change, negative = substrate turnover; purified TrxR1 substrate turnover, NADPH consumption readout; Thioredoxin reductase 1, cytoplasmic (Rattus norvegicus), O89049; 390,000 compounds, 0.01% hits; note: potency is the fitted concentration of half-maximal effect; % is set by controls: 0 for no effect and ±100 for the full control effect; nearly all actives have a fitted effect of over 50% in size
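Rat TrxR1, dispensed at 90 nM, was prereduced with 400 uM NADPH (final) for 5 min at ~22 deg C, then incubated with compound 15 min before 400 uM selenite. A first-read NADPH fluorescence drop versus no-compound background flagged substrates.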
USP1-UAF1 inh: Inhibitors of USP1/UAF1: Primary Screen. Ubiquitin carboxyl-terminal hydrolase 1 (Homo sapiens), O94782. recombinant USP1/UAF1, Ub-Rhodamine cleavage fluorescence. Potency, µM (highest dose often 57.1 µM), for inactives: at the highest dose activity change, negative = inhibition, usual class: inhibitors. 390,000 compounds, 0.23% hits; note: potency is the fitted concentration of half-maximal effect; % is set by controls: 0 for no effect and ±100 for the full control effect; nearly all actives have a fitted effect of over 60% in size; inactives centre near -12
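USP1/UAF1 complex (1 nM) preincubated 15 min at room temperature with compound, then Ub-Rho substrate (150 nM final) added. Kinetic fluorescence at 480/540 nm over 6 reads at 60 s intervals; 50 mM HEPES pH 7.8, 0.5 mM EDTA, 0.1 mg/ml BSA, 1 mM TCEP, 0.01% Tween-20.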
LDHA inh: qHTS assay for inhibitors of human lactate dehydrogenase; L-lactate dehydrogenase A chain (Homo sapiens), P00338; purified LDHA, NADH/diaphorase-resazurin fluorescence; active compounds read low; activity change, % (values are at about 110 or 230 µM); 480,000 compounds, 0.15% hits; in the data active = activity change below about -30%; inconclusive = mostly about -25% to -30%;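 note: plate controls were DMSO wells for no effect and wells without enzyme for full effect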
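Enzyme activity of human lactate dehydrogenase 5 (2 nM; 0.06 mM NADH, 0.2 mM pyruvate, 5 min, RT) is measured via a resazurin/diaphorase fluorescence readout of residual NADH.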
Vif-APOBEC3F blk: qHTS for Inhibitors of Vif-A3F Interactions: qHTS. Potency, µM (series often up to 46.1 µM), for inactives: at the top dose activity, negative = active. HeLa A3F-eYFP + Vif (tagged APOBEC3F with the HIV-1 protein that degrades it), YFP fluorescence increase. 390,000 compounds, 0.2% hits; note: potency is the fitted concentration of half-maximal effect; % of control where 0% means no effect; nearly all actives have a fitted effect of over 65% in size
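HeLa cells stably expressing A3F-eYFP plus Vif, plated and incubated overnight at 37 deg C, then exposed to compounds overnight at 37 deg C. Blocked degradation read as raised yellow fluorescence (Ex 488/Em 500-530).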
Vif-APOBEC3G blk: qHTS for Inhibitors of Vif-A3G Interactions: qHTS; HeLa A3G-eYFP + Vif (tagged APOBEC3G with the HIV-1 protein that degrades it), YFP fluorescence, overnight; Potency, µM (top dose mostly 46.1 µM), for the others: at the top dose activity, negative = active, hits mostly inhibitors; 410,000 compounds, 0.076% hits;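 note: potency is the fitted concentration of half-maximal effect; % is set by controls: 0 for no effect and ±100 for the full control effect; nearly all actives have a fitted effect of over 60% in size; hits raise eYFP signal because A3G escapes Vif-driven loss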
Target sequence (Q9HC16 whole entry, looked up): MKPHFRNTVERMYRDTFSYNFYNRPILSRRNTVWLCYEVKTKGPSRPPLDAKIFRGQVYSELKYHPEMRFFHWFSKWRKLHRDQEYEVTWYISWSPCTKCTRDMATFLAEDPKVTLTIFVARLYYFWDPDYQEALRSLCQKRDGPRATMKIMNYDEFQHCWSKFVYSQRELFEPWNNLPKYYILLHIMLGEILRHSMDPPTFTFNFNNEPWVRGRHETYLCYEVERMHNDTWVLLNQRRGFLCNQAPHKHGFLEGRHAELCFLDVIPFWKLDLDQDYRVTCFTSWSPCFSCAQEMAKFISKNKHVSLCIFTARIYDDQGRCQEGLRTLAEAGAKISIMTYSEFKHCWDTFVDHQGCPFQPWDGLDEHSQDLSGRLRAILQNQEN
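HeLa cells stably expressing Vif and C-terminally eYFP-tagged A3G, seeded overnight at 37 deg C, then exposed to compound by pintool overnight at 37 deg C. Rise in yellow fluorescence (Ex 488/Em 500-530, Acumen) marks blocked Vif-driven A3G degradation.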
* hit, by the source's call; ? = inconclusive; nt = not tested or not shown; & = joins results of further samples; [ ] = another dose, or the depositor's remark. Unless noted, calls come from the whole dose curve; as a rule, active = well fitted curve in the direction sought with a large enough effect; inconclusive = small, poorly fitted or top-dose-only effect, or another doubt; inactive = no such curve, though single readings can be large; an effect the other way counts as inactive or inconclusive.

SMILES | RXFP1 agonist | mIDH1 inhibitor | PI4K2A block | GRP78 ERSR act | TrxR1 substrate | USP1-UAF1 inh | LDHA inh | Vif-APOBEC3F blk | Vif-APOBEC3G blk
O=C(Nc1ccccn1)C(F)(F)C(F)(F)C(F)(F)C(F)(F)C(=O)Nc1ccccn1 | 0.1% | 1% | 5 | 1% | -4% | -20% | -7 | 0% | -2%
CCOc1ccc(-c2cc(C)n3nc(C(N)=O)cc3n2)cc1 | 5.7% | -4% | -3 | -3% | 132%[activator] | -12% | -5 | -2% | 3%
COC(=O)c1cc(OC)c(OC)cc1NC(=S)N1CCN(C)CC1 | -0.9% | -3% | 2 | -1% | 6% | -3% | -5 | -9% | 0%
O=C(NCc1ccncc1)Nc1ccc(Cl)cc1Cl | 0.1% | 1% | 5 | -2% | -13% | 0% | -4 | 6% | 3%
Cc1ccc(C(=O)/C=C/Nc2cccc(O)c2)cc1 | 1.1% | 4% | -5 | -6% | 0% | -12% | 6 | -16% | 0%
NC(=O)c1ncn([C@@H]2O[C@H](CNS(=O)(=O)c3cc4ccccc4s3)[C@@H](O)[C@H]2O)n1 | nt | -14% | -1 | -2% | -1% | -30% | -5 | 2% | -3%
CCN(CC(=O)Nc1ccccc1OC)CC(=O)Nc1sccc1C#N | 1.0% | 2% | 0 | -4% | 7%[57.1 µM] | -22% | -11 | -6% | -2%
Cc1ccc(CNCC(=O)Nc2ccc(C)cc2Br)cc1 | 1.2% | 0% | -4 | -3% | -7% | -8% | -5 | 1% | -6%
O=C(Nc1ccc([N+](=O)[O-])cc1)c1cccc([N+](=O)[O-])c1 | nt | 2% | -3 | -6% | nt | -22% | -13 | -10% | 0%
Cc1cc(C(=O)COc2ccc(Br)cc2F)c(C)n1C1CC1 | 1.8% | 25% | -4 | 1% | 4% | -16% | 2 | -5% | -1%
CC(C)Nc1ccc(Nc2ccnc3cc4ccccc4cc23)cc1 | -1.7% | 0% | 2 | -13% | 0% | -5% | 6 | ? | -4%
C[C@@H](NC(=O)c1nc[nH]c1C(=O)N1CCc2ccccc2C1)c1ccccc1 | 0.0% | -10% | 2 | -2% | 2% | -18% | 0 | -1% | -23%
CCCc1cc(CCC)n2nc(N)nc2n1 | nt | 1% | 3 | -1% | nt | 0% | -3 | -5% | 0%
CC1CC(C)CN(C(=O)/C=C/c2ccc([N+](=O)[O-])s2)C1 (centres undefined) | 0.6% | -1% | -3 | -2% | -7% | -19% | 0 | -2% | -4%
COc1cccc(NC(=O)CN(C)C(=O)COc2cc(C)ccc2Cl)c1 | 0.4% | -9% | -4 | -4% | -4%[57.1 µM] | -10% | -3 | ? | 1%
CCN1CCN(Cc2cccc(Oc3ccccc3)c2)CC1 | -0.3% | 9% | 2 | -1% | 6% | 3% | -32* | 4% | -1%
O=C(CN1C(=O)CCC1=O)NNc1ccc2ccccc2c1 | -2.7% | 0% | 3 | 2% | 2% | -11% | 4 | -1% | -14%
COc1ccc(N2C(=O)CC(C)(C)CC2=O)cc1OC | 0.6% | 0% | 8 | -4% | 7% | -20% | -1 | 5% | -2%
CC(C)Nc1nc(NC(N)=S)nc(NC(C)(C)C)n1 | 0.3% | -3% | -1 | -8% | 7%[57.1 µM] | ? | -15 | -18% | 0%
COc1ccc(S(=O)(=O)N(C)C)cc1NC(=O)CN1CCN(C(=O)C2CC2)CC1 | 7.7% | 2% | 2 | -2% | 3% | -19% | -2 | 10% | -16%
COc1ccc(NC(=O)C(=O)Nc2cccc3cccnc23)c(OC)c1 | 1.2% | 0% | 1 | 3% | -3% | 5% | -7 | 0% | 0%
Cc1ccc([C@@H]2CC=C(C(=O)O)[C@H](c3cccc(Cl)c3)N2S(=O)(=O)c2ccccc2C)cc1 | nt | -13% | -6 | 6% | -10% | -7% | -6 | -3% | -9%
CC1(C(=O)Nc2ccc(Cl)c(Cl)c2)CCN1CCc1ccccc1 (centres undefined) | nt | nt | 3 | -3% | nt | nt | -15 | nt | -2%
CSc1nc(-c2ccco2)cc(-c2ccccc2)c1C#N | 5.5% | -4% | -4 | -4% | -1%[57.1 µM] | -11% | -1 | 3% | -6%
Cc1cc(C(=O)NNC(C)Cc2ccccc2)no1 (centres undefined) | nt | -6% | 0 | -3% | nt | -20% | -3 | 7% | -7%
O=C1C(Cl)=C(NCCCO)C(=O)c2ccccc21 | 0.4% | 1% | -13 | -3% | -13% | ? | 10 | 4% | 1%
Cn1c(CCNC(=O)c2ccco2)nc2cc(NS(=O)(=O)c3ccc(Cl)cc3)ccc21 | -0.3% | -2% | 1 | -6% | 11% | -12% | -6 | -2% | -2%
Cc1ccc(NC(=O)/C(Cl)=C/c2ccccc2)cc1C | 0.1% | 2% | 2 | -4% | 3%[0.457 µM] | -10% | 0 | -9% | -8%
CC(C)COc1ccc(-c2cc(C(=O)NN)[nH]n2)cc1 | 0.5% | 7% | 3 | -2% | -2% | -12% | -7 | -5% | 5%
COc1ccccc1Nc1nc(N)nc(CSC(=S)N2CC(C)CC(C)C2)n1 (centres undefined) | 0.9% | -4% | -3 | 0% | 10%[57.1 µM] | ? | -2 | -1% | 0%
COc1ccc(C(=O)N2CCCc3ccccc32)cc1Br | 2.5% | 23% | -1 | -1% | -8% | -19% | -8 | 4% | -3%
CCOC(=O)Cn1c(=O)n(C2CCCCC2)c2nc(-c3ccccc3Cl)nc(C(N)=O)c21 | -1.4% | -10% | 0 | -4% | -2%[57.1 µM] | -5% | 2 | 5% | -2%
CCO[C@H]1OC(C(=O)NCc2ccccc2)=C[C@@H](c2cn(C(C)=O)c3ccccc23)[C@@H]1CCCO | -0.7% | -8% | 2 | -5% | 9%[57.1 µM] | -17% | -2 | 5% | -6%
CC(C)(C)c1nc2c(Br)cc(Br)cc2c(=O)o1 | 0.6% | 10% | 2 | -5% | -19%[57.1 µM] | -18% | 1 | -15% | 2%
O=C(Nc1ccc2c(c1)C(=O)N(CC1CCCO1)C2=O)c1ccc(Cl)c(Cl)c1 (centres undefined) | -0.4% | 0% | 0 | 3% | 4%[57.1 µM] | -5% | -2 | 6% | 2%
COc1ccc(C2Nc3ccccc3C(=O)N2Cc2ccco2)cc1COc1c(C)cccc1C (centres undefined) | nt | nt | nt | -11% | 18% | nt | 15 | nt | -21%
O=C(Nc1nccs1)[C@@H]1CC=C[C@@H]2CCN(Cc3ccccc3)C(=O)[C@@H]21 | nt | 12% | -1 | -3%&-2% | -3%&-1% | -26% | 6 | -1% | -1%&-2%
O=C(COc1ccccc1)Nc1ccccc1C(=O)OCc1cc(=O)n2nc(C3CC3)sc2n1 | 3.2% | 6% | 2 | -2% | 3%[57.1 µM] | -22% | -4 | 0% | 2%
Cc1ccc(SCC(=O)N(C)C2CCS(=O)(=O)C2)cc1 (centres undefined) | 1.1% | 6% | -1 | 4% | 6% | -18% | -3 | 2% | 0%
Cc1cc(NC(=O)CCNS(=O)(=O)c2ccc3c(c2)oc(=O)n3C)ccc1Br | 0.6% | -1% | 0 | -2% | 2% | -29% | -6 | 3% | -1%
CC(=O)NCCC(=O)Nc1nc2ccc(Oc3ccccc3)cc2s1 | 0.6% | 6% | -3 | -1% | 4% | -9% | -1 | -2% | -3%
CCCN1C(C(=O)c2ccccc2)=C(OC(=O)COc2ccc(C)cc2)c2ccccc2S1(=O)=O | -0.7% | 8% | 5 | -1% | -2% | -11% | 4 | -12% | 3%
Cc1nc(N)sc1C(=O)OCC(C)C | -1.0% | -1% | 0 | 2% | 0% | -24% | -6 | 1% | -6%
Cc1cc2c(=O)c(C(=O)c3ccncc3)cn(CC(=O)Nc3cccc(C)c3C)c2cc1C | ? | 0% | 1 | -4% | 2%[57.1 µM] | ? | -3 | 1% | 6%
CN(/N=C/c1cccnc1)c1cnn(-c2ccc(F)c(Cl)c2)c(=O)c1Cl | 0.7% | -1% | 2 | 0% | 13% | -22% | -2 | -2% | -4%
O=S(=O)(c1ccc(-c2csc(=Nc3ccc(OC(F)(F)Cl)cc3)n2CCCO)cc1)N1CCCC1 | 5.4% | 8% | -2 | -5% | 2% | -22% | 8 | -6% | 8%
O=C(CCCN1C(=O)c2ccccc2C1=O)N1CCCCC1 | 1.6% | -7% | -10 | 1% | -9% | 1% | -12 | -2% | 0%

An excerpt, so the mix of outcomes need not match the whole.
